Screens from PubChem.
RGS12 GoLoco inh: blocks human Gai1 binding to RGS12 GoLoco peptide, red readout. AID 880. Potency, µM (titrated, usually from 61.6 µM), without a hit: at the top dose activity, negative = inhibition, usual class: inhibitors. Gai1:RGS12 GoLoco peptide FP, rhodamine, 10 min. P63096. actives 0.44% (n = 230,000); active means well fitted inhibition curve with a large enough effect, not every such curve was filed as active; inactive means no such curve, though single readings can be large or run the other way; further: nearly all actives have a fitted effect of over 30% in size; many of its hits are not listed in these tables
RECQ1 helicase: RECQ1 (human) helicase inhibition | RECQ1 DNA unwinding, red fluorescence kinetic read | P46063 | Potency, µM (series often up to 57.3 µM), for the others: top-dose activity, negative = inhibition, most hits filed as inhibitors | actives 0.54% (n = 240,000);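 further: plate controls were vehicle for no effect and no enzyme for full effect; nearly all actives have a fitted effect of over 30% in size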
Target sequence (P46063 whole entry, looked up): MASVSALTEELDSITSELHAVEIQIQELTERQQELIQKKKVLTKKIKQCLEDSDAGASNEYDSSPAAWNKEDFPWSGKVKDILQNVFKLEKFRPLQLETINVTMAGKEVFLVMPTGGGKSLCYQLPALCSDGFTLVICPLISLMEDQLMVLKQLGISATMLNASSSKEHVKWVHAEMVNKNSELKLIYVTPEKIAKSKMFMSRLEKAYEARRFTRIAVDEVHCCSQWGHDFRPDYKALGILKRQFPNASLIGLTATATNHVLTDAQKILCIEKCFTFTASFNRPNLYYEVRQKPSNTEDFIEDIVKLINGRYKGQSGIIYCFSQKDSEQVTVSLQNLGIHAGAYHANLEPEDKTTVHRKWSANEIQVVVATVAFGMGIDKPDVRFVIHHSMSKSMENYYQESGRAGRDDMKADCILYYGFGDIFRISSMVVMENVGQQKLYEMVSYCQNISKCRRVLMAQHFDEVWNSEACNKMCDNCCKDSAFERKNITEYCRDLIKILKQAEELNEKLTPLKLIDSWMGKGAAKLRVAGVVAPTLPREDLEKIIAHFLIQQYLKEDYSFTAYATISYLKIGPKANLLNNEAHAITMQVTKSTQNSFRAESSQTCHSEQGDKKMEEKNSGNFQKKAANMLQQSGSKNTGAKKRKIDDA
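RECQ1T1 50 nM; forked duplex (20 bp + 30-nt ss tails) 200 nM, ATP 2 mM final; pH 8.0, 2 mM MgCl2, 2.5 ug/ml poly(dI-dC); 15 min compound preincubation; discontinuous kinetic read over 2 h at RT.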
GAA glycogen mod: inhibitors or activators of human alpha-glucosidase glycogen cleavage; recombinant GAA, glycogen substrate, Amplex Red glucose oxidase fluorescence; Potency, µM (series often up to 76.4 µM), for the others: top-dose activity change, negative = inhibition, most hits filed as inhibitors; actives 0.38% (n = 300,000); AID 2100;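 further: 0% = full enzyme reaction and -100% = no-enzyme basal signal; the screen sought inhibitors and activators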
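Recombinant enzyme (4 nM final) with compounds titrated up to 77 uM and bovine liver glycogen (30 ug) in citrate pH 5.0, 0.01% Tween-20, 37 C 40 min. Released glucose detected by Amplex Red/glucose oxidase (Ex 573/Em 610); AC50 from Hill fits.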
L3MBTL1 inh: blocks human L3MBTL1; AlphaScreen L3MBTL1–H3K9me1 peptide binding; AID 485360; Potency, µM (highest dose often 57.1 µM), inactives show at the highest dose activity, negative = inhibition, actives largely listed as inhibitors; Q9Y468; actives 0.66% (n = 230,000); further: nearly all actives have a fitted effect of over 60% in size
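First, the protein-peptide complex forms for 30 min at room temperature (L3MBTL1 50 nM, biotinylated H3K9me1 peptide 75 nM). Next, compounds are pin-transferred and incubated 30 min. Finally, AlphaScreen beads are added and read after 30 min.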
TexasRed fluor: Texas Red fluorescence interference in TRb-SRC2 counter-screen; TRb/SRC2 Texas Red total fluorescence interference; actives 0.29% (n = 280,000); Potency, µM (series often up to 106 µM), without a hit: at the top dose fluorescence change, negative = quenching; active means well fitted curve in either direction with a large enough effect; inconclusive means small, poorly fitted or top-dose-only effect
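Flags fluorescent or light-absorbing compounds by total fluorescence, S + 2P, at 555 nm excitation and 632 nm emission. Mixture: 20 nM Texas Red SRC2 peptide, 0.6 uM human TRb LBD, 1 uM T3, 5% DMSO; compound exposure 5 h at ambient temperature.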
TRb SRC2 PPI: TRbeta-SRC2 interaction inhibition; TRbeta-SRC2 peptide binding, fluorescence polarization; receptor liganded with 1 µM T3; actives 0.065% (n = 280,000); Potency, µM (top dose mostly 106 µM), for inactives: at the top dose activity change, negative = inhibition, actives largely listed as inhibitors;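 further: plate controls were bound peptide for no effect and peptide without receptor for full effect; nearly all actives have a fitted effect of over 50% in size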
Target sequence (P10828 whole entry, looked up): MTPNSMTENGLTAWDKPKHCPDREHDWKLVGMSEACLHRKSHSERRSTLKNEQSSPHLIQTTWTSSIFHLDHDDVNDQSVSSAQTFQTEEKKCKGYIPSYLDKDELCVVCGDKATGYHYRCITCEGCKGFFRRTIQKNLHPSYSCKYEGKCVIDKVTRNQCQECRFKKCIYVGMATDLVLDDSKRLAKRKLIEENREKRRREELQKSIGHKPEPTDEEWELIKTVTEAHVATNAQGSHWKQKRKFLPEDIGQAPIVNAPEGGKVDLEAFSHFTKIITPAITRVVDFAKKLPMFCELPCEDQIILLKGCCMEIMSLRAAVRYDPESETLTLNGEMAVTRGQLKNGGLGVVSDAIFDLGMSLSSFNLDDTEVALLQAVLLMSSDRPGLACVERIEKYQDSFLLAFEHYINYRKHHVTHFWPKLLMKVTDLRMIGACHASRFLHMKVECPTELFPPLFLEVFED
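Human TRb ligand-binding domain (0.6 uM) is mixed with 20 nM Texas Red SRC2 peptide and 1 uM T3; after compound addition and 5 hr at ambient temperature, polarization is measured and normalized to unbound and bound controls.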
GAA inhib: alpha-glucosidase (human) inhibition | purified human GAA, 4-MU-alpha-glucoside fluorescence | AID 1466 | P10253 | actives 0.005% (n = 200,000) | Potency, µM (titrated, usually from 76.9 µM), without a hit: at the highest dose activity change, negative = inhibition, actives largely listed as inhibitors;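 further: plate controls were uninhibited enzyme wells for no effect and no-enzyme background for full effect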
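qHTS format, compound range up to 77 uM. Human lysosomal enzyme at 4 nM, 400 uM 4-MU glucoside substrate, pH 5.0, 20 min room temperature; fluorescence after alkaline stop gives activity normalized to controls.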
GAA spleen mod: lysosomal alpha-glucosidase (human) modulation | P10253 | Potency, µM (titrated, usually from 79.9 µM), for the others: top-dose activity change, negative = inhibition, usual class: inhibitors | human spleen homogenate, 4-MU-alpha-glucoside fluorescence | actives 0.006% (n = 240,000) | AID 2112;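 further: 0% = enzyme with vehicle and -100% = no enzyme basal signal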
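Enzyme source: human spleen homogenate, 1 ug/well. Buffer 50 mM citric acid/K phosphate pH 5.0, 0.01% Tween-20. 4-MU-alpha-glucoside 1 mM; 37 C x 40 min; NaOH/glycine stop; fluorescence.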
Numbers without * were called inactive; i = inactive; ? = inconclusive; / = no result given; & = joins results of further samples; [ ] = remark or other dose. Unless noted, the call rests on the fitted dose curve; in most records, active means well fitted curve in the direction sought with a large enough effect; inconclusive means small, poorly fitted or top-dose-only effect, or another doubt; inactive means no such curve, though single readings can be large; an effect the other way counts as inactive or inconclusive. Unless noted, on the % scale 0 is the no-effect control and ±100 the full control effect; potency means the concentration at half of the fitted maximal effect.

nr	Molecule	RGS12 GoLoco inh	RECQ1 helicase	GAA glycogen mod	L3MBTL1 inh	TexasRed fluor	TRb SRC2 PPI	GAA inhib	GAA spleen mod
1	Cc1cc(/C=N/NC(=O)c2ccncc2)c(C)n1-c1ccccc1	-6%	-6%	-8%	-5%	-9%	11%	2%	2%
2	COc1ccc(CC(=O)N2N=C(C)CC2(O)C(F)(F)F)cc1 (stereo unspecified)	-2%	-6%	9%	6%	-8%	-1%	-5%	-1%
3	O=C(NCc1ccccc1)c1cc2ccccc2o1	-6%	-6%	-1%	/	-2%&-2%	4%&10%	1%	7%
4	OCC#CCSc1nnc(-c2ccc(Br)cc2)o1	-4%	?	4%	5%	0%	9%	1%	2%
5	O=C(Nc1ccc(Cl)cc1C(F)(F)F)C(Sc1cccc[n+]1[O-])c1ccccc1 (stereo unspecified)	10%	i	20%	9%	0%	10%	-13%	7%
6	C=CCn1c(O)c(N=NC(=O)OCC)c2ccccc21	7%	-1%	-5%	3%	2%	3%	4%	5%
7	COc1ccccc1NC(=O)Cc1noc(CSc2nnc(N)s2)n1	-3%	-15%	-3%	/	-1%	-1%	-3%	-2%
8	Cn1c(=O)c(=O)n(C)c2cc(S(=O)(=O)NCc3ccc(Cl)cc3)ccc21	-2%	-4%	-3%	/	0%	5%	-2%	3%
9	COc1ccc(OC)c(NC(=O)C2C3CC4OC(=O)C2C4C3)c1 (stereo unspecified)	14%	-11%	-1%	6%	2%	-6%	1%	0%
10	COC(=O)c1ccc(S(=O)(=O)NCc2ccc(OC)cc2)n1C	3%	-9%	3%	4%	1%	1%	/	1%
11	CC(=O)Nc1c(C(=O)N2CCOCC2)sc2nc3c(cc12)COC(C)(C)C3	-3%	-1%	0%	-2%	0%	-5%	-2%	-3%
12	CC(CN1CCOCC1)OC(=O)c1cccs1 (stereo unspecified)	-12%	-4%	-5%	/	-2%	3%	3%	0%
13	CCOC(=O)CCN1C(=O)[C@H]2[C@@H]3[C@H](O)C=CC(=O)[C@H]3CC[C@H]2C1=O	/	i[11.5 µM]	/	/	-34%[11.2 µM]	2%[11.2 µM]	/	-1%[17.4 µM]
14	Cn1cnnc1SCC(=O)Nc1ccccc1	-15%	-5%	3%	?	-4%	6%	-7%	-7%
15	CCn1c(=O)c2cc(C(=O)N3CCN(C)CC3)sc2c2ccccc21	0%	7%	0%	6%	-1%	7%	5%	2%
16	C=CCSc1nc2c(cnn2-c2ccc(C)c(C)c2)c(=O)[nH]1	0%	-4%	-2%	/	-1%	-24%	-2%	3%
17	COCCNc1nc(C)cc(-c2cc(C(=O)NC3CCCC3)on2)n1	10%	0%	8%	/	-2%	2%	/	-2%
18	Cc1cc(C)c2c(=O)[nH]n(C3CC(C)N(C)CC3C)c2n1 (stereo unspecified)	5%	-13%	2%	/	-3%	-10%	-12%	-11%
19	C[N+]12CCCCC1[C@@H](CO)CCC2 (stereo partly specified)	4.5µM*	-6%	-7%	/	-2%	-2%	/	-1%
20	CCC(=O)N1C(=O)C2(Nc3ccccc3N2)c2ccccc21	-4%	0%	4%	/	0%	-9%	10%	3%
21	CCN(CC)C(=O)CSc1nnc([C@@H](NC(=O)OC(C)(C)C)C(C)C)o1	16%	i	-4%	-2%	-2%	0%	-7%	6%
22	CN(C)c1c(F)cc(C(=O)NCc2ccccc2)cc1F	-4%	0%	9%	-2%	-1%	0%	-5%	2%
23	O=C(NCCN1CCCCCC1)C1CCCN1S(=O)(=O)c1cccc2nsnc12 (stereo unspecified)	1%	i	11%	/	-1%	-1%	/	-4%
24	CCCOC(=O)c1ccc(-c2ccc(C=O)o2)cc1	17%	-4%	9%	-10%	-2%	-1%	-2%	0%
25	Cc1c(/C=N\NC(=O)c2cc3ccccc3o2)c2ccccc2n1C	7%	-5%	-6%	12%	-7%	-5%	?	-1%
26	COc1ccc(N2CCN(CCNC(=O)c3c(C)cc(=O)oc3C)CC2)cc1	3%	i	-13%	-3%	1%	-1%	8%	1%
27	NS(=O)(=O)c1ccc2ccccc2c1	13%	-7%	8%	-2%	-1%	-1%	-9%	-5%
28	CCN(CC)S(=O)(=O)c1cc([N+](=O)[O-])ccc1NNC(=O)Nc1ccc(Cl)c(Cl)c1	-7%	i	?	/	0%	-21%	?	0%
29	OCCN(Cc1ccccc1)Cc1ccc(F)c(F)c1	4%	0%	6%	/	-4%	3%	-9%	4%
30	c1csc(-c2csc3ncnc(NCCCN4CCOCC4)c23)c1	7%	i	-5%	-6%	3%	1%	-5%	0%

Numbers 1 through 2, quoted:
nr	Molecule	RGS12 GoLoco inh	RECQ1 helicase	GAA glycogen mod	L3MBTL1 inh	TexasRed fluor	TRb SRC2 PPI	GAA inhib	GAA spleen mod
1	Cc1cc(/C=N/NC(=O)c2ccncc2)c(C)n1-c1ccccc1	-6%	-6%	-8%	-5%	-9%	11%	2%	2%
2	COc1ccc(CC(=O)N2N=C(C)CC2(O)C(F)(F)F)cc1 (stereo unspecified)	-2%	-6%	9%	6%	-8%	-1%	-5%	-1%

Next part:
nr	Molecule	RGS12 GoLoco inh	RECQ1 helicase	GAA glycogen mod	L3MBTL1 inh	TexasRed fluor	TRb SRC2 PPI	GAA inhib	GAA spleen mod
31	CCN(CCCNC(=O)c1cc2cc3ccc(OC)cc3nc2s1)c1ccccc1	/	/	14%[76.3 µM]	-7%	-1%	-7%	/	/
32	COc1ccc(-n2c(SCc3nnc(-c4ccccc4)o3)nnc2-c2ccccc2)cc1	6%	-19%	2%	-3%	-5%	4%	-4%	-5%
33	Cc1cccc(N(C(=O)CCC(=O)Nc2cc(C)on2)C(C(=O)NC2CCCC2)c2ccncc2)c1 (stereo unspecified)	-4%	i	-2%	/	0%	-8%	-5%	-5%
34	CCc1cc2c(=O)n(-c3ccccc3)c(=S)[nH]c2s1	3%	-3%	6%	1%	-5%	-4%	-2%	-7%
35	CN(c1cccc2cccnc12)S(=O)(=O)c1ccccc1	/	i	3%	/	-2%	-2%	/	-1%
36	CC(C)c1ccc(NC(=O)N2CCN(S(=O)(=O)c3ccccc3)CC2)cc1	10%	16%	-3%	3%	-5%	-2%	-10%	-3%
37	CC(=O)Nc1cccc(OCc2ccc(F)cc2)c1	1%	-3%	-9%	6%	-4%	3%	-2%	7%
38	O=C(Cc1ccc(Cl)cc1)Nc1ncccn1	9%	-7%	12%	1%	-1%	-2%	13%	-3%
39	Cc1cc(N/C=C/C(=O)c2ccc(Br)cc2)no1	3%	-2%	7%	7%	-2%	3%	1%	4%
40	COc1ccc(N2CCN(Cc3nc4ccsc4c(=O)[nH]3)CC2)cc1	0%	-4%	-25%	/	-3%	-2%	-4%	-11%
41	COc1cccc(C(=O)NC(=S)Nc2ccc(N(C)C)cc2)c1	-3%	-5%	?	?	-7%	2%	-2%	-6%
42	Cc1n[nH]c(C)c1CS(=O)(=O)c1ccccc1	-6%	i	-1%	/	-2%	-1%	-2%	-2%
43	COc1cc(/C(C)=N/N2CCOCC2)cc(OC)c1OC	6%	-13%	-28%	12%	-2%	1%	6%	-7%
44	COC(=O)CSc1nnc(CNc2ccc(F)cc2)o1	4%	-1%	-1%	/	-4%	0%	4%	1%
45	O=C(NCc1cccs1)C1CCCN(S(=O)(=O)c2ccc3c(c2)OCO3)C1 (stereo unspecified)	/	i	-13%	-6%	0%	-11%	-9%	5%
46	CC1CN(C(=S)Nc2ccccc2)N(c2ccccc2)C1 (stereo unspecified)	-7%	-3%	-6%	/	0%	0%	2%	-4%
47	Cc1ccc(N2C(S)=C(C#N)C(=O)NC23CCCCC3)cc1	-16%	2%	-6%	3%	-5%	-7%	1%	-10%
48	Cc1csc(NC(=O)CSc2nnc(C)s2)n1	5%	i	10%	5%	1%	-13%	2%	-10%
49	Cc1ccc(N2C(=O)N(CC(=O)Nc3ccc(C)c(C)c3[N+](=O)[O-])C(=O)C2C)cc1 (stereo unspecified)	10%	-4%	5%	-2%	-3%	-4%	2%	-2%
50	COc1ccc(C(=O)COc2ccccc2N2C(=O)C3C4C=CC(C4)C3C2=O)cc1 (stereo unspecified)	6%	i	?	/	3%	-1%	0%	-2%
51	CCCN(CCC)CCCNc1ccc2nnc(-c3ccc(F)cc3)n2n1	-6%	-5%	-3%	14%	1%	13%	?	-16%
52	Cc1cc(NC(=O)Nc2ccc(N(C)C)cc2)c2cc(F)cc(F)c2n1	-10%	-8%&-16%	/	/	-14%&8%	-10%&-25%	/	2%&0%
53	Cc1ccc(NC(=O)CSc2nnc(C3CCCCC3)n2N)cc1F	5%	i	1%	7%	1%	-22%	0%	-17%
54	Oc1ccc(/C=N\Nc2nncc(-c3ccccc3)n2)cc1	12%	-8%	-20%	/	-3%	1%	/	5%
55	CCOc1ccc2nc(NC(=O)Cc3cccs3)sc2c1	5%	i	-5%	/	0%	3%	-4%	-5%
56	CCOc1ccc(CCNC(=O)c2cc(C)nn2-c2ccccc2)cc1	-2%	-2%	7%	/	-2%	-5%	/	5%
57	CCOC(=O)c1sc(Nc2cccc(Cl)c2)nc1C	5%	-7%	0%	-1%	1%	-2%	-1%[15.4 µM]	-1%
58	COc1ccc(CN2CCc3cc(OC)c(OC)cc3C2)cc1O	0%	-5%	14%	8%	-3%	-2%	/	-5%
59	CCNc1nc(NC(C)C)nc(N(C#N)Cc2ccccc2)n1	-67%	-17%	-3%	/	-2%	4%	-6%	-5%
60	C/C(=N\OC(=O)c1cccc(Cl)c1)c1sc(C)nc1C	-13%	-10%	3%	/	0%	-4%	-4%	3%
61	Cc1ccc(C)c(S(=O)(=O)N2CCN(CC(=O)Nc3ccc4c(c3)OCCO4)CC2)c1	-1%	-6%	-6%	/	-1%	-9%	-1%	-7%

Results in GAA spleen mod, TRb SRC2 PPI and TexasRed fluor, for four of the compounds above:
No.	Compound	GAA spleen mod	TRb SRC2 PPI	TexasRed fluor
50	COc1ccc(C(=O)COc2ccccc2N2C(=O)C3C4C=CC(C4)C3C2=O)cc1 (stereo unspecified)	-2%	-1%	3%
46	CC1CN(C(=S)Nc2ccccc2)N(c2ccccc2)C1 (stereo unspecified)	-4%	0%	0%
60	C/C(=N\OC(=O)c1cccc(Cl)c1)c1sc(C)nc1C	3%	-4%	0%
35	CN(c1cccc2cccnc12)S(=O)(=O)c1ccccc1	-1%	-2%	-2%

The list is partial; the hit share may differ from the screen's.
